HePTP inh: inhibitors of human HePTP phosphatase, primary screen, biochemical, absorbance, leukemia target. recombinant HePTP phosphatase activity, OD absorbance. Tyrosine-protein phosphatase non-receptor type 7 (Homo sapiens), P35236. inhibition, % at 20 µM. 0.64% of 110,000 active; in the data active = inhibition above about 50%;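 note: plate controls were vehicle for no effect and reference inhibitor for full effect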
Target sequence (P35236 whole entry, looked up): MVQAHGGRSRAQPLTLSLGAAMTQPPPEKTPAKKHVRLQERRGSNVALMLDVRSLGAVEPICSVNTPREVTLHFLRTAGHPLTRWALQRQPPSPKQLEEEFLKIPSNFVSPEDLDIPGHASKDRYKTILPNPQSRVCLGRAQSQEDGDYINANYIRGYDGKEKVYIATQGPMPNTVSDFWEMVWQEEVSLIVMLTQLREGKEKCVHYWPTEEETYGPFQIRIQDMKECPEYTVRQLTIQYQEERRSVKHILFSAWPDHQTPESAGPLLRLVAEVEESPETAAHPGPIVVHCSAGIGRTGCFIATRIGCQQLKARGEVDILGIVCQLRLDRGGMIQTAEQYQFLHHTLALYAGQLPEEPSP
BAP1 inh: inhibitors of BAP1 deubiquitinase, primary screen, biochemical, Ub-AMC fluorescence, kinetic | Ubiquitin carboxyl-terminal hydrolase BAP1 (Homo sapiens), Q92560 | recombinant BAP1, Ub-AMC hydrolysis fluorescence kinetic; hits give low values | activity remaining (% of control), % at 20 µM | 0.48% of 72,000 active | AID 436, 2006;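 active = activity remaining at or below 50% of control, provided the compound also passes the data quality filters; inactive = the rest, including low values that fail the filters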;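 note: 100% = DMSO wells rate and 0% = substrate alone blank rate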
Target sequence (Q92560 whole entry, looked up): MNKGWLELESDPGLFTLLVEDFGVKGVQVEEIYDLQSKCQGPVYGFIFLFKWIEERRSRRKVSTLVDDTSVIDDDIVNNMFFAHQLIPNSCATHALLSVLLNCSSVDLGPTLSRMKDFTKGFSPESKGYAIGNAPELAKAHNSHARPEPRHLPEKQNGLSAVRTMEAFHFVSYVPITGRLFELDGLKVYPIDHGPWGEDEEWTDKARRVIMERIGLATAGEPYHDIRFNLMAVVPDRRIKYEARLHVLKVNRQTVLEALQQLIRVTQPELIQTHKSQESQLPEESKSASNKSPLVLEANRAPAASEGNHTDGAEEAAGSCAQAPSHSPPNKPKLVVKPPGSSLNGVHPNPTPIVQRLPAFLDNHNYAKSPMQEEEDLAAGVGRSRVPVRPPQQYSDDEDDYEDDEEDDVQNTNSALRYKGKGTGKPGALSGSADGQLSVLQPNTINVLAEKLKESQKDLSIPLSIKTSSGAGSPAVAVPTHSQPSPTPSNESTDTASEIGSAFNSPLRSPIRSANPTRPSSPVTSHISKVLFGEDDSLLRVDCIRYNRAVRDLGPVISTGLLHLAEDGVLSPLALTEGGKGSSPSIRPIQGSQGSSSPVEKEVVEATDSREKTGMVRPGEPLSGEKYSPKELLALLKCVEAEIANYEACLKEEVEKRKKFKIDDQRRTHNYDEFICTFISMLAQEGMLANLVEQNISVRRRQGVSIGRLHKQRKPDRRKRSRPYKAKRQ
Numbers without * were called inactive; . = no result given; & = joins results of further samples.

SMILES | HePTP inh | BAP1 inh
COCCOC(=O)C1=C(C)NC(=S)NC1c1ccccc1OC (stereo unspecified) | -2 | .
CS(=O)(=O)Nc1ccc([N+](=O)[O-])cc1Oc1ccccc1 | 2 | 80&74
CC(=O)Nc1cc2c(=O)n(Cc3ccccc3)c(C)nc2cc1N1CCOCC1 | 6 | 85
CCOc1cccc(C=Nc2cccc(NC(=O)c3ccc(F)cc3)c2)c1O | . | 133
Cc1ccc2cccc(OC(=O)c3ccc4c(c3)OCCO4)c2n1 | 1 | 95
COc1ccc2c(c1OC)C(=O)OC2Nc1ccc(S(N)(=O)=O)cc1 (stereo unspecified) | 3 | .
COc1cccc(-c2nc3cc(C)ccc3o2)c1 | 3 | .
Cc1noc(C)c1CSc1nnc(-c2cc(Cl)ccc2Cl)n1N | -5 | .
CC(C)(C)c1nnc(NC(=S)Nc2ccccc2)s1 | 1 | .
O=C(/C=C/c1cccc(Cl)c1)c1ccc2c(c1)OCCO2 | -8 | .
CCn1c(SCc2ccc(C)cc2)nnc1-c1cnccn1 | -2 | 104
CC1(C)Cc2ccccc2C(NN=C2CCCCC2)=N1 | 4 | .
c1ccc(Cn2nnc3c(Nc4ccc5c(c4)OCO5)nc(C4CC4)nc32)cc1 | 3 | 57
N=c1ccn(Cc2cccc(Cl)c2)cc1 | 14 | 109
Cc1ccccc1N1CCN(C(=O)CN2C(=O)c3ccccc3C2=O)CC1 | -2&2 | 85
COc1ccc(C(=O)Oc2cccc3cccnc23)cc1Cl | 2 | .
O=C(CSc1nnc(-c2cccnc2)n1Cc1ccco1)N1c2ccccc2Sc2ccccc21 | 0 | 80
O=C(O)c1ccccc1-c1ccccc1C(=O)Nc1ccccc1-c1ccccc1 | 1 | .
COc1cccc(CNC(=O)CN(C)S(=O)(=O)c2cnc[nH]2)c1 | 2 | 111
CC(C(=O)O)N1C(=O)/C(=C/c2ccc([N+](=O)[O-])cc2)SC1=S (stereo unspecified) | -1 | .
COc1ccc(N(CC(=O)Nc2ccc(I)cc2)S(C)(=O)=O)cc1 | -2 | .
COc1ccc(C=O)c2c(OC)cccc12 | -1 | .
COc1cc2c(cc1OC)-c1cc(NC3CCCCC3)nc(=O)n1CC2 | 4 | 62
N#CC1=C2SCCN2C(=O)C(C#N)C12CCCCC2 (stereo unspecified) | -6 | 104
CCn1ncc(Cl)c1C(=O)Nc1ccncc1 | -2 | 83
COc1ccc2c(c1OC)C(=O)N(C(C)C(=O)O)C2=O (stereo unspecified) | 13 | 69
COc1ccc(C(=O)C(OC(=O)c2cc([N+](=O)[O-])ccc2Cl)c2ccccc2)cc1 (stereo unspecified) | . | 59
COc1ccc(CNC(=O)c2cccc(N3CCCC3=O)c2)cc1 | 4 | 100
O=C(NC12CC3CC(CC(C3)C1)C2)N1CCC(C(O)(c2ccccc2)c2ccccc2)CC1 | -3 | .
CCn1c(=S)sc2c(=O)n(-c3ccccc3)c(SC)nc21 | 4 | 85

Single records, from the list above.
`COc1cccc(CNC(=O)CN(C)S(=O)(=O)c2cnc[nH]2)c1` across the screens: HePTP inh: 2; BAP1 inh: 111
`COc1ccc2c(c1OC)C(=O)N(C(C)C(=O)O)C2=O` (stereo unspecified) across the screens: HePTP inh: 13; BAP1 inh: 69
`COc1ccc(C(=O)C(OC(=O)c2cc([N+](=O)[O-])ccc2Cl)c2ccccc2)cc1` (stereo unspecified) across the screens: HePTP inh: .; BAP1 inh: 59

Next structures follow:
SMILES | HePTP inh | BAP1 inh
COc1ccc(C(=O)CSc2nnc(Cn3cnc4ccccc43)o2)cc1 | 9 | 111
Clc1ccc(-n2ncc3c(N4CCCCCC4)ncnc32)cc1 | 5 | 95
COc1cccc(C(=O)N2CCCC(c3nc(-c4cccs4)no3)C2)c1 (stereo unspecified) | 16 | 73
OC(CNc1ccc(Br)cc1)COc1ccc(OCC(O)CNc2ccc(Br)cc2)cc1 (stereo unspecified) | -2 | .
O=C(Nc1ccc2c(c1)OCO2)C1CCN(S(=O)(=O)c2cccc3cccnc23)CC1 | 4 | 83
NC(=O)NC(Cc1ccccc1)C(=O)NCC1(N2CCCCC2)CCCCC1 (stereo unspecified) | 8 | 141
S=c1[nH]c2ccc(Cl)cc2[nH]1 | 6 | 99
CCSc1nc2c(c(=O)n1CC)SC(C)C2 (stereo unspecified) | 8 | 101
CC1(C)OC2OC(COC(=O)c3ccccc3)C3OC(C)(C)OC3C2O1 (stereo unspecified) | 9 | .
Cc1cc(C)nc(SCCCCSc2nc(C)cc(C)n2)n1 | 13 | .
O=C(CS(=O)CC(=O)N(CC(=O)NC1CCCC1)C1CCCC1)Nc1ccc(F)cc1 (stereo unspecified) | 7 | 105
O=C(COC(=O)CCOc1ccccc1)NCc1ccco1 | 9 | 95
O=C1C2C3c4ccccc4C(c4ccccc43)C2C(=O)N1Cc1ccc(F)cc1 (stereo unspecified) | -16 | .
COc1ccc(NC(=O)Cn2nc(C)c3ccccc3c2=O)cc1 | -15 | .
CC(C)Sc1nc(N2CCOCC2)c2c(c1C#N)CC(C)(C)SC2 | 7 | .
COc1ccc(OCC(=O)Nc2cccc([N+](=O)[O-])c2)cc1 | -5 | .
COc1cccc(N2CCN(C3CC(=O)N(c4ccc(F)c(Cl)c4)C3=O)CC2)c1 (stereo unspecified) | 0 | 104
COc1ccc(-c2csc(-c3cc4ccccc4oc3=O)n2)cc1 | 7 | .
CN(C)c1cccc(C(=O)NCc2ccc(S(N)(=O)=O)cc2)c1 | -14 | .
CCCCCc1c(C)nc(N2CCc3ccccc32)[nH]c1=O | 11 | .
O=C1NC(=S)S/C1=C\c1cn(CCOc2ccccc2F)c2ccccc12 | -10 | .
COc1cc(CN(C)CC(=O)c2[nH]c(C)c(C(C)=O)c2C)ccc1OC(F)F | 1 | 106
O=C1c2ccccc2-c2onc3c(Br)cc(O)c1c23 | 17 | .
CS(=O)(=O)N1CCN(Cc2ccccc2[N+](=O)[O-])CC1 | 10 | .
CC1=NN(C(=O)c2ccc(N/C(C)=C/C(=O)C(F)(F)F)cc2)C(O)(C(F)(F)F)C1 (stereo unspecified) | -8 | .
COc1ccc(C(=O)Nc2ccc(-c3nc4ccccc4c(=O)o3)cc2)cc1 | 3 | .
Cc1ccc(-c2nc3cc(NC(=O)c4cccc([N+](=O)[O-])c4C)ccc3o2)cc1 | -4 | .
Cc1[nH]n(-c2ccccc2)c(=S)c1C=Nc1ccccc1O | 5 | .
COc1ccc(OC)c(/C=C2\SC(=S)N(CCC(=O)O)C2=O)c1 | 4 | .
COc1cccc(N2C(=O)C(=O)/C(=C(\O)c3ccccc3)C2c2ccc(F)cc2)c1 (stereo unspecified) | -4 | .
COc1cc(SC)ccc1C(=O)n1nnc2ccccc21 | -9 | .
O=C(NCCCn1ccnc1)NC(C(F)(F)F)C(F)(F)F | 6 | 129
Cc1ccc(N2CC(C(N)=O)CC2=O)cc1C (stereo unspecified) | 8 | 70
CC1=C(C#N)c2nc(N)c(C#N)c(C)c2/C1=C/c1ccc(-c2cccc(C(=O)O)c2)o1 | 103* | .
CC(C)(C)c1ccc(S(=O)(=O)NCCc2ccncc2)cc1 | -2 | 95
O=C(Nc1nc(-c2ccc(F)cc2)cs1)c1ccc(S(=O)(=O)N2CCCCCC2)cc1 | 5 | .
CCOC(=O)c1c(C)[nH]c(C(=O)Cn2nnc(-c3ccc(Cl)cc3)n2)c1C | 5 | 82
CN1CCN(c2ccc(NC(=O)Cc3ccccc3)cc2)CC1 | -11 | 128
CC(=O)c1ccc2c(c1)Nc1ccccc1S2 | 7 | 112
COc1ccc(C2/C(=C(\O)c3ccc(C)cc3)C(=O)C(=O)N2c2ccc(O)cc2)cc1 (stereo unspecified) | 0 | .
NC(=O)C1CCN(S(=O)(=O)c2ccc3ccccc3c2)CC1 | 1 | .
COC(=O)c1cccc(Oc2nc3c(c(=O)n(C)c(=O)n3C)n2Cc2ccc(C)cc2)c1 | 3 | 72
COc1cc(NC2c3ncccc3C(=O)N2Cc2ccco2)cc(OC)c1 (stereo unspecified) | -8 | 92
CC(C)COC(=O)c1nnsc1NC(=O)Nc1ccccc1 | 6 | .
CNc1nn(-c2cccc(Cl)c2)nc1N | 8 | 104
CC(=O)N(C(C)=O)c1cccc2c(N(C(C)=O)C(C)=O)cccc12 | 6&2 | 96
CCOC(=O)Cn1c(=O)oc2cc(S(=O)(=O)N3CCC(N4CCCCC4)CC3)ccc21 | -2 | 87
Cc1ccc(NC2=NCC(=O)N2Cc2ccc3c(c2)OCO3)c(C)c1 | 3 | 104
CC(C(=O)O)c1ccc(CC2CCCC2=O)cc1 (stereo unspecified) | . | 97
Cc1cccc(NC(=O)c2cnc3sccn3c2=O)n1 | -2 | 72
O=C1c2ccccc2C(=O)N1CNc1ccccc1 | 8 | 97
CCC(c1nnnn1CCOC)N1CCN(c2cccc(C(F)(F)F)c2)CC1 (stereo unspecified) | 6 | 108
O=C(CSc1nnc2c(n1)[nH]c1ccccc12)Nc1ccccc1 | 4 | .
Cc1cc2c(cc(C(=O)NCCCN3CCOCC3)n2Cc2ccc(Cl)cc2)o1 | 5 | 110
COc1ccc(CCNC(=O)COc2cccc3ccccc23)cc1 | -2 | .
O=C(CSc1nnc(COc2ccccc2)o1)Nc1nccs1 | 3 | 93
CCOc1ccccc1-c1nnc(SCC(=O)Nc2ccccc2)o1 | -1 | 185
Cc1c(OCC(N)=O)ccc2c1oc(=O)c1ccccc12 | 7 | .
[O-][n+]1onc2c1C(N1CCOCC1)CCC2N1CCOCC1 (stereo unspecified) | 5 | 102
CN(C)CCNC(=O)COc1ccc(C23CC4CC(CC(C4)C2)C3)cc1 | 6 | .

(listing goes on)
SMILES | HePTP inh | BAP1 inh
C=CCN1C(=O)/C(=C\C=C\c2ccc(N(C)C)cc2)SC1=S | -12 | .
CCCNC(=O)n1ccc(C(=O)N2CCOCC2)n1 | 4 | .
CN(Cc1nc(-c2ccccn2)no1)S(=O)(=O)c1ccc(Br)cc1 | 1 | 137
COC(=O)c1ccc(CSc2nc3c(cnn3-c3ccccc3)c(=O)[nH]2)o1 | . | 85
CCOC(=O)C(Oc1ccc(=O)[nH]n1)C(C)=O (stereo unspecified) | -2 | 59
C/C=C/Cn1c(SCc2ccccc2)nc2c1c(=O)[nH]c(=O)n2C | 3 | 105
O=C(O)CCC(C(=O)O)N1C(=O)c2ccccc2C1=O (stereo unspecified) | . | 98
N#Cc1c(N2CCN(C(=O)c3ccco3)CC2)nc(-c2ccccc2)c2c1CCCC2 | 2 | .
O=C(Nc1ccc(Br)cc1)c1cc2ccccc2o1 | -12 | .
Cc1cccn2cc(CNC(=O)CC3CCCC3)nc12 | 5 | 95
COc1ccc(NC(=O)Nc2cccs2)cc1OC | 8 | 77
Cc1cc(N2CCN(c3ccccc3)CC2)nc(-n2nc(C)cc2C)n1 | -13 | 97
COc1ccc(S(=O)(=O)NC(CC(=O)N2CCc3ccccc32)c2ccco2)cc1 (stereo unspecified) | 8 | 115
COc1ccc(-c2cc(C(=O)Nc3cccc(C(C)=O)c3)c3ccccc3n2)cc1OC | 6 | .
COCCn1c(SCC#N)nnc1-c1ccccc1O | -8 | 93

A draw from above in order of length of the SMILES, descending:
SMILES | HePTP inh | BAP1 inh
CN(Cc1nc(-c2ccccn2)no1)S(=O)(=O)c1ccc(Br)cc1 | 1 | 137
O=C(Nc1ccc(Br)cc1)c1cc2ccccc2o1 | -12 | .
COCCn1c(SCC#N)nnc1-c1ccccc1O | -8 | 93

Continuation.
SMILES | HePTP inh | BAP1 inh
COc1ccc(C)cc1NC(=O)C1CCN(S(=O)(=O)c2cccc3cccnc23)CC1 | 7 | 85
COc1cccc(NC(=O)C2C3/C=C\CCCCC32)c1 (stereo unspecified) | 4 | .
O=C(CSCc1cnn(-c2ccccc2)c1-n1cccc1)NCc1cccs1 | -3 | 115
C=CCn1c(=O)/c(=C/c2ccc(Cl)cc2)s/c1=C(/C#N)c1nnc2n1CCCCC2 | 8 | 68
Cc1ccccc1C(=O)Nc1sc2c(c1C(=O)N1CCC(C)CC1)CCC2 | 6 | 151
CC1CC(C)CN(CC(=O)Nc2ccc(S(N)(=O)=O)cc2)C1 (stereo unspecified) | 2 | 147
COc1ccc(-c2nc(-c3ccc(NC(=O)c4ccc(Br)o4)cc3)no2)cc1OC | 6 | .
Cc1cc(NC(=O)c2cccc3ccccc23)ccc1NC(=O)c1ccccc1 | 11 | .
O=C(NCC1CCCO1)c1cnn2c1NC(c1ccco1)CC2C(F)(F)F (stereo unspecified) | -3 | .
Cc1cc(NS(=O)(=O)c2ccc(NC(=O)C(C)N3C(=O)c4ccccc4C3=O)cc2)nc(C)n1 (stereo unspecified) | -1 | 114
COCCCNC(=O)CCn1c(=O)c2ccccc2n(CC(=O)Nc2ccc(C)cc2C)c1=O | 6 | 89
CCCC1=C(C(=O)OCC)C(c2ccc(O)cc2)n2ncnc2N1 (stereo unspecified) | -2 | 130
O=C(O)CCC(=O)Nc1ccc2c(c1)oc1ccccc12 | -1 | 80
CC1(Cc2cn(CCC#N)c3ccccc23)OCCO1 | 9 | 100
CCOC(=O)C1CCCCN1Cc1ccc(F)c(Br)c1 (stereo unspecified) | -5 | 92

Random excerpt: 5 records from the list.
SMILES | HePTP inh | BAP1 inh
O=C(CSc1nnc(COc2ccccc2)o1)Nc1nccs1 | 3 | 93
CC(C(=O)O)c1ccc(CC2CCCC2=O)cc1 (stereo unspecified) | . | 97
O=C(NC12CC3CC(CC(C3)C1)C2)N1CCC(C(O)(c2ccccc2)c2ccccc2)CC1 | -3 | .
Cc1c(OCC(N)=O)ccc2c1oc(=O)c1ccccc12 | 7 | .
O=C(COC(=O)CCOc1ccccc1)NCc1ccco1 | 9 | 95

Source: PubChem
